From PubChem BioAssay
CaV13 ICDI inh: Primary screen for inhibitors of IQ motif and Ca2+-dependent inactivation inhibitor domain binding in CACNA1D, Förster resonance energy transfer in living cells, …. AID 743397. inhibition, % at 12.3 µM. 340,000 compounds, 0.098% hits. HEK cells, CFP/YFP FRET ICDI-IQ, plate reader, 10 min; percent FRET-ratio fall versus neutral wells;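 active = mean replicate inhibition of at least 30% and at least 1% of replicates passing that level; inconclusive = only one of the two criteria is met; inactive = neither criterion is met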;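 note: 0% = median of the neutral control wells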
NR2E3 ag-1: agonists of human nuclear receptor NR2E3; Q9Y5X4; GST-NR2E3/biotin-RetCOR TR-FRET, 1536-well; inhibition of corepressor binding, % at 4.78 µM; 320,000 compounds, 0.12% hits; AID 2300;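 active = percent inhibition above the cutoff of mean plus 3 SD of all tested compounds, set per screening campaign, cut at about 20% in these data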;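 note: 0% = DMSO wells and 100% = biotin wells as full block of FRET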
Target sequence (Q9Y5X4 whole entry, looked up): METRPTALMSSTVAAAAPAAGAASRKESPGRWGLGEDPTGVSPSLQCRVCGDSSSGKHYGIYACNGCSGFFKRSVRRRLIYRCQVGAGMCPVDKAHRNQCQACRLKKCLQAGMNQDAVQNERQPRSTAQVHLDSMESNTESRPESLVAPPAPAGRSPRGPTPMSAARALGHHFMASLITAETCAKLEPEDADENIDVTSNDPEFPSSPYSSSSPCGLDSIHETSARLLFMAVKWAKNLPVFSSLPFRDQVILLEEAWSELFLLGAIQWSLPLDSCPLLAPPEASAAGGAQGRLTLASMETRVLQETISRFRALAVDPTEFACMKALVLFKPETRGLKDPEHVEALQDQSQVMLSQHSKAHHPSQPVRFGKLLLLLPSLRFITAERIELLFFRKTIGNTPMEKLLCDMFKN
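Material: NR2E3–RetCOR corepressor complex | Quantity: 1.35 nM GST-tagged NR2E3 final | Schedule: 5 h at 4 °C | Replication: Singlicate compound wells | Reagent: RetCOR corepressor, biotinylated, 7 nM | Controls: Biotin wells as high control, 0.6% DMSO wells as low control | Signal: TR-FRET, Eu(K)-anti-GST donor, streptavidin-D2 acceptor, ex 340, em 617/671 nm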
Peg3 prom inh: reduces Peg3 promoter-driven luciferase expression in HeLa | 360,000 compounds, 1.7% hits | HeLa PEG-Prom luciferase reporter, luminescence, overnight | inhibition, % at 20 µM;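 active = inhibition of at least 50% at 20 µM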
PDI turbidity: blocks human protein disulfide isomerase activity; P07237; PDI insulin aggregation turbidity, A650, 90 min; inhibition, % at 10 µM; 350,000 compounds, 0.052% hits; AID 588391;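 active = mean inhibition across replicates of 30% or more, whatever share of single replicates reach that level; inconclusive = mean inhibition below 30% while every single replicate reaches 30%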;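 note: absorbance from insulin aggregation driven by PDI reduction with DTT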
Target sequence (P07237 whole entry, looked up): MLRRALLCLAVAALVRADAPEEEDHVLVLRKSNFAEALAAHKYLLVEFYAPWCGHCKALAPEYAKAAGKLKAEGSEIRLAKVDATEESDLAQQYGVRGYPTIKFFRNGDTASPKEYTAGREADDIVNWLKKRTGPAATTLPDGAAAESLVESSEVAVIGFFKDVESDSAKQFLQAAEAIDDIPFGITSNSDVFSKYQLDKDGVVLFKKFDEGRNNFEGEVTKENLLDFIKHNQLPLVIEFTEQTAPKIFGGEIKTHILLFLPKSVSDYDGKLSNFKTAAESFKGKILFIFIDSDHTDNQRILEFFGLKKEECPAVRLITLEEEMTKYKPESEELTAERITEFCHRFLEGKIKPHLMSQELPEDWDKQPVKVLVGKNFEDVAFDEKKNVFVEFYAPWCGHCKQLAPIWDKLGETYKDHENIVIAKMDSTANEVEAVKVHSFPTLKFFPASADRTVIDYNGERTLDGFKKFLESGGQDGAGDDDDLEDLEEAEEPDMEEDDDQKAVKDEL
MITF TRPM1 inh: reduces MITF-dependent TRPM1 promoter luciferase signal; 330,000 compounds, 0.83% hits; SK-MEL-5 TRPM1 promoter luciferase, 24 h; inhibition, % at 12.5 µM;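 active = mean inhibition across replicates of 60% or more, whatever share of single replicates reaches that level; inconclusive = some that reach 60%, reason not given; inactive = mean inhibition across replicates below 60%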; note: values of inactives mirror those of a sister screen read the other way
HIF-2a block: HIF-2a inhibition; 786-0 RCC cells HIF-2a reporter, luciferase luminescence, overnight; inhibition, % at 18.8 µM; 360,000 compounds, 0.72% hits; AID 624352;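 active = inhibition of the luminescence signal of 40% or more relative to plate controls, in a single-dose primary screen at 18.75 µM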
Vif imaging: blocks HIV Vif function; HEK293T cells, Vif self-association by quenched fluorescence, imaging, 24 h; inhibition, % at 7.49 µM; 340,000 compounds, 0.35% hits; in the data active = inhibition above about 50%, passing the limit was not always enough; inconclusive = no clear call, values can overlap the other calls; inactive = below about 31%; note: some results filed as inactive read as strong as hits
Exocytosis inh: lytic granule exocytosis inhibition; TALL-104 LAMP-1 surface exposure, flow cytometry; cells stimulated with thapsigargin and PMA; inhibition, % at 10 µM; 360,000 compounds, 0.66% hits;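 active = inhibition above about 55%, limit read from the data; inconclusive = no clear call, values can overlap the other calls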
hiPSC survival: enhancers of human iPSC single-cell survival. 360,000 compounds, 0.044% hits. AID 602274. hiPSC single-cell survival, ATPlite luminescence; 100% = ROCK inhibitor wells, 0% = DMSO. survival enhancement, % at 20 µM; in the data active = survival enhancement above about 18%;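 note: cells exposed to compounds for 16 hours before the ATP read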
aDG glyco act: alpha-DG glycosylation activation. Pro5-aDG cells, alpha-DG glycosylation AlphaScreen (IIH6); 0% Pro5, 100% B10-LARGE cell signal. 360,000 compounds, 0.22% hits. activation, % at 10 µM;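 active = activation of at least 8% versus controls, or a plate z-score of at least 8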;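 note: Pro5 are CHO cells carrying HIG-tagged alpha-DG that lacks glycosylation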
NR2E3 ag-2: agonists of human NR2E3 nuclear receptor | Q9Y5X4 | CHO-S Gal4-NCOR/VP16-NR2E3 two-hybrid, luciferase | inhibition of corepressor binding, % at 3.98 µM | 360,000 compounds, 0.35% hits | AID 602229;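 active = inhibition above the mean of all tested compounds plus 3 SD, cut at about 70% in these data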;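 note: 0% = DMSO with NR2E3 transfected cells and 100% = cells lacking NR2E3 construct; higher means lower luciferase signal from less NR2E3 corepressor binding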
Numbers without * were called inactive; ? = inconclusive; . = not tested or not shown. Rows are unselected, and some 3.5% of all compounds hit somewhere here.

SMILES	CaV13 ICDI inh	NR2E3 ag-1	Peg3 prom inh	PDI turbidity	MITF TRPM1 inh	HIF-2a block	Vif imaging	Exocytosis inh	hiPSC survival	aDG glyco act	NR2E3 ag-2
CCN1CCN(C(=O)CN(c2ccccc2C)S(C)(=O)=O)CC1	-8.1	1.1	9.5	6.9	-7.9	3.8	-5.8	0.5	0.0	0.0	-16.7
Cc1ccc(-c2cnc3cccnn23)cc1F	-4.6	.	-86.7	10.0	.	-110.9	-4.1	-2.0	0.0	0.2	-80.2
O=C(NC1CCCc2ccccc21)c1cc(S(=O)(=O)N2CCOCC2)ccc1F (stereo unspecified)	3.5	0.8	13.6	2.4	5.2	8.0	-10.7	-0.8	3.4	-0.2	5.5
O=C(CSc1nc2cccnc2n1Cc1ccccc1)NCc1ccco1	-3.3	-1.7	0.1	-5.8	13.5	13.7	-0.5	1.4	-1.0	-0.2	-1.3
CCc1cccc(C)c1NC(=S)NCC(c1cccnc1)N(C)C (stereo unspecified)	-4.1	2.0	10.0	0.9	1.7	16.3	-32.0	0.4	2.5	-0.2	3.0
C/C(=N\NC(=O)c1nnn(-c2nonc2N)c1CSc1ccccc1)c1cccnc1	-2.3	1.8	4.8	-0.6	-10.4	8.1	5.1	4.9	-0.5	-0.2	-12.6
CSc1ccc(S(=O)(=O)NCc2ccc(Cl)cc2Cl)cc1	-3.2	-0.4	23.3	6.2	-1.7	7.4	0.7	100.2*	-1.7	0.0	2.5
Cc1ccc(/C=C/C(=O)NCc2ccncc2)cc1	-3.0	0.5	-17.3	3.0	-11.0	-27.1	9.6	-2.6	-2.2	-0.1	-5.5
Nc1nc(SCC(=O)Nc2ccc(S(N)(=O)=O)cc2)n[nH]1	7.0	2.6	6.4	-2.1	-8.2	15.9	8.6	0.9	0.9	0.0	3.6
CCCn1cnc2scc(-c3ccc(C)c(C)c3)c2c1=O	0.5	3.5	22.1	13.0	-13.7	17.7	-0.5	-2.6	0.0	-0.1	-13.5
CCc1nnc(SCC(=O)Nc2ccccc2)n1CC1CCCO1 (stereo unspecified)	-5.2	.	13.1	11.0	10.5	10.3	4.7	-2.9	-0.1	-0.2	-5.8
CCN1C=C(Cc2ccccc2C)C2=C(C1)C(c1ccccc1C)C(C#N)=C(N)O2 (stereo unspecified)	-7.1	1.9	23.7	-3.4	8.4	20.5	17.5	17.4	-1.0	-0.1	10.8
O=C(Nc1cc(=O)[nH]c(=O)[nH]1)c1cccc(Br)c1	-5.1	1.3	8.8	-5.3	20.0	10.3	0.1	0.0	-2.4	-0.4	-26.2
Cc1cccc(C2=NNC(=O)C(c3ccc(Cl)cc3)C2)c1 (stereo unspecified)	17.5	-2.0	2.9	8.6	2.3	13.9	4.5	-0.4	0.4	-0.1	-17.9
O=C(NCCCn1ccnc1)c1ccc(Cl)cc1[N+](=O)[O-]	-4.0	2.4	12.9	-2.0	9.5	6.5	-5.5	-3.6	2.0	0.1	-3.4
COc1ccc(CC(=O)Nc2nnc(-c3cccc([N+](=O)[O-])c3)s2)cc1	-3.5	3.5	-1.9	.	.	-6.2	28.0	-6.3	0.3	0.3	-20.5
O=C(COC(=O)c1ccc(O)cc1O)NC1CCS(=O)(=O)C1 (stereo unspecified)	-5.0	-4.4	1.3	-0.7	3.1	14.6	3.6	-0.2	-0.1	-0.1	-13.7
O=C(NCc1n[nH]c(=O)c2ccccc12)C1CC(=O)N(c2ccccc2)C1 (stereo unspecified)	-16.6	0.2	8.7	-3.4	0.2	16.3	16.1	0.0	1.6	0.0	4.5
COCCN(C(=O)COC(=O)CSc1ccc(Cl)cc1)c1c(N)n(Cc2ccccc2)c(=O)[nH]c1=O	-1.8	2.9	10.7	18.9	-2.1	16.1	?	0.4	-0.4	-0.2	2.0
CC(=O)c1ccc(N2CCN(C(=O)C3CCN(S(=O)(=O)c4cccs4)CC3)CC2)cc1	-4.6	3.7	17.1	-13.5	-0.4	18.8	6.0	0.8	-0.7	0.4	9.5
CCOC(=O)c1c(C)[nH]c(C)c1S(=O)(=O)N(C)CC(=O)N1CCN(c2ccc(OC)cc2)CC1	-4.7	5.5	-5.8	-6.1	-5.2	0.4	-5.9	-3.2	0.3	0.2	-14.0
O=C(Cc1c[nH]c2ccccc12)N1CCN(S(=O)(=O)c2ccc(Cl)cc2)CC1	-5.1	.	10.1	2.4	9.0	22.7	-0.9	-7.8	-0.3	-0.1	-12.5
COc1ccccc1C(=O)NC(CCSC)C(=O)Nc1ccc(C)c(S(=O)(=O)N2CCOCC2)c1 (stereo unspecified)	-6.1	.	15.1	3.7	0.8	17.1	1.5	1.5	-0.5	0.1	-26.0
O=C(N/N=C/c1cc([N+](=O)[O-])ccc1N1CCCCCC1)c1ccccn1	-3.0	3.8	-19.9	-3.6	-24.9	-78.0	.	-2.9	-2.5	-0.3	-82.3
O=C(CCC(=O)OCC(=O)c1ccccc1)Nc1cccc2cccnc12	-4.4	1.8	1.6	-6.8	-1.5	-1.2	-5.0	5.5	-1.3	0.2	21.5
Next results follow:
SMILES	CaV13 ICDI inh	NR2E3 ag-1	Peg3 prom inh	PDI turbidity	MITF TRPM1 inh	HIF-2a block	Vif imaging	Exocytosis inh	hiPSC survival	aDG glyco act	NR2E3 ag-2
CCN(CC)Cc1c(O)ccc2c(=O)c(Oc3ccccc3OC)c(C)oc12	2.4	0.5	6.6	-2.1	2.3	17.5	8.7	2.4	1.6	-0.2	-19.2
CC(C)(C)C(=O)Cn1c(NCCCO)nc2ccccc21	-0.3	-0.2	10.3	12.9	0.3	16.5	-4.1	-0.9	-1.3	-0.1	-12.7
COc1cc(NC(=O)CN2C(=O)NC(C)(c3ccc(OC(F)F)cc3)C2=O)cc(OC)c1OC (stereo unspecified)	-5.8	0.1	9.1	5.5	-0.2	13.5	-4.5	-0.7	-0.1	-0.1	-3.6
Cc1[nH]nc2c1C(c1cccs1)C(C#N)=C(N)O2 (stereo unspecified)	-4.4	2.9	15.8	7.2	-7.0	26.4	-3.4	-6.2	-1.9	-0.3	-4.3
CC(=O)Nc1nc(C)c(CCCOc2ccc([N+](=O)[O-])cc2)c(=O)[nH]1	-3.8	0.5	17.3	-1.4	-4.1	16.4	-1.7	2.2	-0.8	0.0	-1.4
CCOC(=O)CNC(=O)COc1coc(CN2CCN(c3ccc(F)cc3)CC2)cc1=O	-2.5	1.1	-9.3	-2.0	12.2	9.4	22.6	-1.4	-0.4	-0.2	6.8
COC(=O)CCn1nnc(-c2ccc(C)cc2)n1	-2.9	-3.1	-116.7	-9.9	-20.1	9.5	46.6	-6.7	2.3	0.2	-21.2
CCOc1cc(/C=N/NC(=O)c2cccc([N+](=O)[O-])c2)ccc1OS(=O)(=O)c1ccccc1	-4.8	1.0	31.5	-0.5	-15.7	25.6	-3.3	-10.2	-3.0	0.2	-21.3
Cc1nn(CC(=O)Nc2ccccn2)c(C)c1Br	-5.8	-1.5	0.7	-0.2	0.1	6.2	-6.3	0.8	3.8	-0.1	-11.6
Cc1nc2c3cnn(-c4ccccc4)c3ncn2n1	-4.0	5.4	-76.0	7.3	-8.2	-71.8	-0.7	-2.0	-1.6	0.3	-33.1
Cc1ccc(N(CCC(=O)N2CCOCC2)S(=O)(=O)c2ccccc2)cc1	-3.7	6.1	9.0	5.2	-7.5	1.2	-3.3	-0.4	0.1	-0.2	-1.1
O=C(COC(=O)CCS(=O)(=O)c1ccccc1)Nc1ccc(N2CCCCC2)cc1	-2.3	4.4	-42.3	-5.0	-14.4	-27.9	-2.6	0.4	-0.1	-0.1	-29.7
CN(C(=O)CSc1ccc(S(=O)(=O)N2CCCCC2)cn1)c1ccccc1	-5.0	3.7	4.6	-3.6	-16.1	9.6	-7.4	-2.2	-0.6	0.0	-12.8
COc1ccc(-c2sc(Nc3ccc(F)c(F)c3F)nc2CCC(=O)NN)cc1	-2.9	0.5	-88.6	17.3	-25.2	-128.7	2.9	-3.1	0.1	0.0	0.8
Cn1c(=O)c(=O)n(C)c2cc(S(=O)(=O)CCC(=O)Nc3c(F)c(F)c(F)c(F)c3F)ccc21	-3.1	-0.8	-0.8	-3.3	6.7	15.5	13.6	0.1	-0.7	0.1	-15.5
OCCN=c1cc(-c2ccccc2)oc2ccc(Cl)cc12	.	-3.2	-126.8	-7.0	-58.5	-164.9	-19.9	-2.7	-2.1	0.2	-119.0
O=C(NC(NC(=S)Nc1cc(Cl)ccc1Cl)C(Cl)(Cl)Cl)c1ccco1 (stereo unspecified)	-8.1	-3.5	30.8	4.4	5.0	30.1	-1.9	-0.7	1.1	0.2	-13.2
O=[N+]([O-])c1cncc([N+](=O)[O-])c1Nc1ccccc1Cl	0.4	5.6	-5.4	0.3	11.8	8.0	-6.4	-2.3	-3.6	1.3	3.8
O=C1NC(=Nc2ccccc2)S/C1=C\c1cccs1	-1.9	-2.4	-224.6	10.4	-65.4	-334.9	-6.3	-3.4	0.2	0.0	-51.0
Cc1ccc(S(=O)(=O)N2CCC(NC(=O)OC(C)C)CC2)cc1	-11.8	-1.0	5.2	-4.9	20.7	7.9	-4.4	2.6	-1.9	0.1	6.0
Cc1ccc(NC(=S)N2CCn3cccc3C2c2cccnc2)cc1 (stereo unspecified)	-4.7	0.1	-14.6	2.0	-2.1	-2.0	-2.1	-0.9	-1.3	0.1	-28.1
O=C(CSc1ccc2nnc(CCNC(=O)c3ccccc3)n2n1)NCc1ccco1	.	1.8	0.6	2.0	0.9	4.5	6.0	-0.4	-0.1	0.4	17.8
CCN(CC(=O)Nc1ccc(NC(C)=O)cc1)C(=O)c1ccc(=O)n(C)n1	-5.8	2.7	-8.4	-12.1	2.6	9.3	-6.5	-2.1	-0.3	-0.3	-16.9
CC1CCN(S(=O)(=O)c2ccc3c(c2)c(=O)c(C(=O)N2CCCCC2)cn3C)CC1	-5.7	-4.4	4.6	3.8	11.7	10.8	-3.0	-3.0	-0.8	-0.2	-9.6
CC(C)(C)c1cc(Cl)ccc1OCCn1ccnc1	-0.3	-1.2	24.7	-1.8	-3.0	20.9	1.1	-1.7	-0.2	0.3	-30.4
Cc1nc2ncccn2c1-c1csc(Nc2ccc(N(C)C)cc2)n1	5.8	.	-55.8	8.2	20.0	-74.6	18.7	10.9	-0.2	-0.3	2.2
CCc1cc2cc(C)cc(C)c2nc1SCC(=O)NNC(=O)c1ccco1	-4.2	1.2	12.6	-2.2	-4.3	16.7	4.1	-4.1	3.7	0.0	-18.7
CS(=O)(=O)Nc1ccc(Cc2ccc(NS(C)(=O)=O)cc2)cc1	-8.0	2.7	16.1	-5.9	5.0	9.8	1.0	3.5	-4.4	0.1	20.3
